IDE cell activ = activators of human insulin-degrading enzyme in cells | AID 493087 | 340,000 compounds, 0.073% hits | HEK cells, FAbeta-B cleavage, fluorescence polarization; 0% vehicle, 100% cell-free pure enzyme wells | P14735 | activation, % at 5.96 µM;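 active = activation above the mean of all tested compounds plus 3 SD, set per screening campaign, cut at about 17% in these data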
Target sequence (P14735 whole entry, looked up): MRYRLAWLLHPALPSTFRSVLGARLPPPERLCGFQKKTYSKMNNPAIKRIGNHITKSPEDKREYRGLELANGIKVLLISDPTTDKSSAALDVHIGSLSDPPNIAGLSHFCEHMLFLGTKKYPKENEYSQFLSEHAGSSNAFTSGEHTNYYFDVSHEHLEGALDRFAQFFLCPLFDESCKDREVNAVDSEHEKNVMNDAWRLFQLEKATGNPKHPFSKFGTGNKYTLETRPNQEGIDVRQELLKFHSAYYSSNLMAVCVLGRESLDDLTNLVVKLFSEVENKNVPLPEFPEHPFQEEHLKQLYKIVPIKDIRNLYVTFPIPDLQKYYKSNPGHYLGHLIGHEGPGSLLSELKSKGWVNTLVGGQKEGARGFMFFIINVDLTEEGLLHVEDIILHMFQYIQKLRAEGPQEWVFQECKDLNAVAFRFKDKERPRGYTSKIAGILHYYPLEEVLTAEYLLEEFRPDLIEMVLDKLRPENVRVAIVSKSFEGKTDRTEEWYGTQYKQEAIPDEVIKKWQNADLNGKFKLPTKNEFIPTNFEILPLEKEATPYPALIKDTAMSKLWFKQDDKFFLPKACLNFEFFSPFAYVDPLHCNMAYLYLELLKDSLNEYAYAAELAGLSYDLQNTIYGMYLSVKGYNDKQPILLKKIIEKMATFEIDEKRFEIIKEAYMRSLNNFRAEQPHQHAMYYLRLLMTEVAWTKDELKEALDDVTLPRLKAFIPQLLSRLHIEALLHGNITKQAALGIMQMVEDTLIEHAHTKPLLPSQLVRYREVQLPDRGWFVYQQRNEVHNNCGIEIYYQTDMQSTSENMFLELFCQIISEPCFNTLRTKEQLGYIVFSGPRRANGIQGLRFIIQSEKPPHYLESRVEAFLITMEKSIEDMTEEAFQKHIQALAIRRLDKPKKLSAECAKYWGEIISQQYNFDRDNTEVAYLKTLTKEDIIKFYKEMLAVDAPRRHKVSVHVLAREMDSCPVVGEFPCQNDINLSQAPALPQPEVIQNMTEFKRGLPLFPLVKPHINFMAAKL
p-CIP stab down = lowers stability of the mouse p/CIP coactivator protein. F442A p/CIP-EGFP cells, EGFP fluorescence, 16 h. 290,000 compounds, 0.01% hits. decrease of EGFP signal, % at 10 µM;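 active = EGFP signal decrease of at least 30% at 10 µM or well 3 SD below plate mean, unless failing retest; inactive = the rest, including hits failing retest or dose response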; also: some compounds called inactive have numbers as strong as hits; many of its hits are not listed in these tables
VIM-2 inh = inhibitors of Pseudomonas aeruginosa VIM-2 metallo-beta-lactamase; purified VIM-2, nitrocefin hydrolysis, epi-absorbance fluorescence; AID 1527; 290,000 compounds, 0.89% hits; inhibition, % at 5.6 µM;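 active = inhibition above the mean of all tested compounds plus 3 SD, cutoff set per screening run, cut at about 7.5% in these data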;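 also: red hydrolysis product quenches plate fluorescence so inhibitors raise well fluorescence; 0% = enzyme with DMSO and 100% = DMSO without enzyme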
IDE inh = inhibits human insulin-degrading enzyme in HEK cells; P14735; FAbetaB cleavage, fluorescence polarization; inhibition, % at 5.59 µM; 320,000 compounds, 0.41% hits;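 active = percent inhibition above the average of all tested compounds plus 3 SD, set per screening campaign, cut at about 16% in these data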;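 also: IDE supplied by intact live HEK cells; FP after avidin binding of uncleaved biotin substrate so inhibition keeps polarization high; 0% = DMSO wells and 100% = 60 µM reference IDE inhibitor Ii1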
GalR3 antag = human GalR3 antagonism; 360,000 compounds, 0.44% hits; AID 651719; inhibition, % at 3 µM; HEK293 GalR3-CNG cAMP membrane potential fluorescence; galR3 body fused to GalR1 C-terminus; O60755;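 active = inhibition above the screen-wide average plus 3 SD, cut at about 13% in these data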;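 also: forskolin and galanin both at EC90 stimulate the cells; cAMP rise reported by CNG channel membrane potential dye signal; 0% = forskolin plus galanin with DMSO and 100% = forskolin alone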
IMP-1 inh = blocks Pseudomonas aeruginosa IMP-1 metallo-beta-lactamase. 290,000 compounds, 0.45% hits. inhibition, % at 5.6 µM. purified IMP-1, nitrocefin hydrolysis, epi-absorbance fluorescence;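 active = inhibition above the mean plus 3 SD of all compounds in the same screening run, cut at about 4.5% in these data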;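 also: 0% = IMP-1 with DMSO and 100% = DMSO wells lacking enzyme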
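System: Purified recombinant IMP-1 metallo-beta-lactamase enzyme | Measured by: Fluorescence quenching readout, ex 480/em 530 nm | Replication: Singlicate | Incubation: 15 min preincubation plus 25 min reaction at 25 °C | Evaluation: Percent inhibition from optical density relative to buffer-blank wells | Benchmarks: DMSO with and without IMP-1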
CRFBP-R2 block = blocks CRF-induced signaling of the CRF-BP/CRF-R2 complex | HEK293 CRF-R2/CRF-BP, CRF-induced calcium fluorescence | inhibition, % at 11.8 µM | 350,000 compounds, 0.59% hits | AID 588475;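 active = inhibition of the ligand-induced calcium signal above about 50% at the single tested concentration, limit read from the data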
HCV NS3 hel inh = HCV NS3 helicase inhibition; 290,000 compounds, 0.56% hits; NS3 helicase DNA unwinding, Cy5 molecular beacon fluorescence; AID 1800; inhibition, % at 10.9 µM;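 active = inhibition above the mean of all tested compounds plus 3 SD, set per campaign, cut at about 35% in these data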;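 also: 0% = DMSO wells and 100% = thioflavine S control wells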
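test system = hepatitis C virus NS3 helicase domain fragment enzyme | reagent = annealed dual-labelled DNA beacon duplex, ATP-started | times = 1 h at 25 °C | detection = Cy5 fluorescence, 0 and 60 min reads | read-out basis = percent inhibition from t60/t0 fluorescence ratio | control set = DMSO and thioflavine S | replication = one well per compound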
UBC9 SUMO inh = inhibitors of human SUMOylation (UBC9) | HTRF SUMOylation assay, SAE1/SAE2 + UBC9, in vitro | inhibition, % at 35 µM | P63279 | AID 2006 | 290,000 compounds, 0.36% hits; in the data active = inhibition above about 50%, passing the limit was not always enough; also: strong numbers were not always called active
Starred values were filed as active, the others as inactive; . = not tested or not shown.

SMILES	IDE cell activ	p-CIP stab down	VIM-2 inh	IDE inh	GalR3 antag	IMP-1 inh	CRFBP-R2 block	HCV NS3 hel inh	UBC9 SUMO inh
Cc1ccc(S(=O)(=O)N2CCOCC2)cc1C(=O)Nc1cccc(C(=O)NC2CC2)c1	-5	.	.	-2	-1	.	2	.	.
CS(=O)(=O)c1ccc(S(=O)CC(=O)OCc2ccccc2)c([N+](=O)[O-])c1 (stereo not given)	1	30	-1.1	.	6	0.8	53*	-1	20
Cn1c(=N)n(CC(=O)c2ccc(Br)cc2)c2ccccc21	-5	.	.	1	-7	.	-9	.	.
CN1CCCC(CC2Oc3ccccc3Sc3ccccc32)C1 (stereo not given)	4	5	-4.0	2	-9	-3.2	-71	-25	-9
COc1ccc(-n2c(N)c(Br)c(=O)[nH]c2=O)cc1	6	-13	-3.1	1	-1	-1.6	10	7	9
Cn1c(CCNC(=O)c2ccc(Cl)cc2)n[nH]c1=S	2	8	0.2	10	-3	-4.0	24	2	-31
O=C(CN1C(=O)NC2(CCCC2)C1=O)Nc1nc2ccccc2s1	-3	.	.	0	1	.	-11	.	.
COC(=O)c1ccc(S(=O)(=O)c2ccccc2)c(N)c1	1	-6	-0.5	6	-8	-3.6	-3	-8	28
COc1ccc(OC)c(S(=O)(=O)N2CCC(C(=O)N3CCN(Cc4ccccc4)CC3)CC2)c1	-1	2	-2.0	6	-4	-0.8	12	-11	-8
COc1ccc(S(=O)(=O)CCC(=O)N2c3ccccc3CC2C)cc1 (stereo not given)	-1	8	-2.2	-1	1	-1.3	-26	-6	7
Cc1[nH]n(-c2cccc([N+](=O)[O-])c2)c(=O)c1-c1ccccc1	0	-6	-1.8	4	-1	-2.7	8	-19	-13
CN(CC(=O)N1CCN(Cc2ccccc2)CC1)S(=O)(=O)c1ccc(F)cc1	0	-6	-0.2	-3	2	-2.9	-10	-6	-1
Cc1onc(-c2ccccc2Cl)c1C(=O)Nc1ccc(Cl)cn1	1	-8	0.1	9	1	0.9	-11	14	7
CCCCNC(=O)[C@H]1C[C@H]1[C@@H](O)[C@H](CO)NC(=O)[C@H](Cc1ccccc1)NC(=O)OC(C)(C)C	6	-7	1.7	-3	4	0.1	-9	6	-4
CCC(=O)N1CCc2nc(-c3ccccc3)sc2C1	-3	-3	-2.8	6	-1	-2.4	-24	0	1
O=C(CN(c1ccc(Cl)c(C(F)(F)F)c1)S(=O)(=O)c1ccccc1)N/N=C/c1cccc2c1OCCO2	5	-8	-3.1	-1	-6	-1.6	-15	3	-10
O=C(CCC1N=C2c3ccccc3N=C(SCc3ccc(F)cc3)N2C1=O)NCc1ccco1 (stereo not given)	1	-11	-2.0	-2	-3	-1.6	-3	10	26
O=C(CCNS(=O)(=O)c1c(Cl)cccc1Cl)OCC(=O)c1ccccc1	2	-12	-1.6	0	-4	-3.1	19	-4	-11
CC(=O)N1N=C(c2cccnc2)OC1c1ccc(C(C)C)cc1 (stereo not given)	0	0	-1.6	0	-3	-3.9	7	-3	11
COc1ccc2c(c1)C1CC(C)(NC(=O)C1C(=O)c1ccccc1)O2 (stereo not given)	3	-10	-0.2	-1	-7	-0.8	-25	-5	26
Fc1ccc(-c2csc(-c3cccnc3)n2)cc1F	-1	2	-1.9	4	-12	-3.0	-3	-4	-4
CCOC(=O)c1c(O)c2ccccc2oc1=O	1	-11	-1.5	-2	-1	-0.7	-3	-6	20
O=C(c1cccnc1)N1N=C(C2CC2)CC1(O)C(F)(F)F (stereo not given)	5	-6	-2.1	1	-6	-3.7	12	3	7
O=C(NC1CCCC1)C(c1ccccc1F)N(C(=O)c1csnn1)C1CC1 (stereo not given)	7	-5	-1.9	0	-7	-2.8	-14	3	6

CRFBP-R2 block: entries above that show a hit
SMILES	IDE cell activ	p-CIP stab down	VIM-2 inh	IDE inh	GalR3 antag	IMP-1 inh	CRFBP-R2 block	HCV NS3 hel inh	UBC9 SUMO inh
CS(=O)(=O)c1ccc(S(=O)CC(=O)OCc2ccccc2)c([N+](=O)[O-])c1 (stereo not given)	1	30	-1.1	.	6	0.8	53*	-1	20

Some values from above:
HCV NS3 hel inh with `Cc1onc(-c2ccccc2Cl)c1C(=O)Nc1ccc(Cl)cn1` = 14
HCV NS3 hel inh with `Fc1ccc(-c2csc(-c3cccnc3)n2)cc1F` = -4
HCV NS3 hel inh with `O=C(NC1CCCC1)C(c1ccccc1F)N(C(=O)c1csnn1)C1CC1` (stereo not given) = 3

(list continues)
SMILES	IDE cell activ	p-CIP stab down	VIM-2 inh	IDE inh	GalR3 antag	IMP-1 inh	CRFBP-R2 block	HCV NS3 hel inh	UBC9 SUMO inh
Cc1cnc(NC(=O)CSc2nnc(-c3ccncc3)n2C2CCCCC2)s1	-3	-5	-0.2	2	-2	-1.8	4	-2	11
COc1ccc(CNc2nc(SC)n[nH]2)cc1OC	-4	-5	-1.6	4	0	-1.1	1	-5	-1
CCOC(=O)c1c2n(c3ccc(O)cc13)CCCCC2	5	5	-0.9	4	-5	-1.0	4	1	0
O=C(CON=C1c2ccccc2-c2ccccc21)NC12CC3CC(CC(C3)C1)C2	-2	1	-2.1	-2	-4	-1.8	-92	1	-15
COc1ccc(OC)c(NC(=O)CN(Cc2ccc(Cl)cc2)S(C)(=O)=O)c1	6	-6	-2.6	2	-5	-1.7	13	-9	0
COc1cc(C(=O)NNC(=O)c2ccc3c(c2)OCCO3)cc(OC)c1OC	4	.	.	-2	-4	.	-3	.	.
CCc1ccccc1NC(=O)CNC(=O)CSC(=S)N1CCCC1	2	.	.	-2	-2	.	-3	.	.
CCOc1ccc(-c2n[nH]c(=S)n2/N=C/c2cc3c(cc2[N+](=O)[O-])OCO3)cc1	3	-13	-1.6	1	-8	-2.6	-37	6	12
COc1ccccc1C1CN(c2ccccc2)N=C1c1cccs1 (stereo not given)	-1	-14	-1.6	2	-7	-3.0	-4	6	21
Cc1cc(C)nc(NC(=O)c2cc(Br)ccc2Cl)n1	1	-5	1.5	3	-6	-1.9	4	3	6
Cc1cc(N2CCN(S(=O)(=O)c3ccc4c(c3)OCCO4)CC2)n2ncnc2n1	3	-24	-0.1	8	-6	-2.7	0	-1	1
COC(=O)c1cc(NC(=O)Nc2ccccc2)ccc1Cl	-3	-13	-2.8	11	-6	-3.7	-6	-7	-1
O=C(CSc1ncn[nH]1)NCCc1ccc(Cl)cc1	6	11	0.6	-1	-10	-2.5	-2	2	-8
CC(=O)n1cc([C@H]2C=C(C(=O)N3CCN(Cc4ccc5c(c4)OCO5)CC3)O[C@@H](OCc3ccc(CO)cc3)C2)c2ccccc21	-6	-17	-2.1	10	-2	-2.6	-5	-27	-2
Cc1cccc(-n2c(SCC(N)=O)nnc2-c2ccccn2)c1C	10	-5	-2.8	5	-1	-0.1	21	1	31
O=C(Nc1ccccc1N1CCCC1)c1ccco1	6	-16	-0.4	2	-5	-2.4	2	9	22
O=C(c1nc2ccc(Cl)cn2c1CNCCn1ccnc1)N1CCCCCCC1	2	0	-0.7	-6	-3	-0.7	2	-8	-4
CCc1nnc(NC(=O)c2cccc(S(=O)(=O)N3CCN(c4ccccc4)CC3)c2)s1	-2	4	-0.6	3	-2	-2.3	-28	-2	29
CC(C)C1CCC(C(=O)N[C@H](Cc2ccccc2)C(=O)O)CC1 (stereo not given in full)	.	-4	-0.1	4	.	1.0	.	-2	14
O=C(Nc1nccs1)c1ccc(S(=O)(=O)NCC2CCCCC2)cc1	8	-12	-2.7	-5	-7	-4.8	-12	-5	18
Cc1nnc(SCC(=O)Nc2nonc2C)s1	3	0	0.0	-1	-8	-1.5	-7	-6	9
COc1ccccc1-c1c(C)nn2c(C)c(C(C)=O)cnc12	7	0	0.0	4	4	-1.3	-2	1	14
CCOc1ccc(C(=O)Nc2ccc(N3CCN(C)CC3)cc2)cc1	-1	4	11*	2	0	-2.1	6	-7	0
O=C1NC[C@H](c2ccccc2)OC(=O)[C@H](Cc2ccc(F)cc2)C/C=C\C[C@H]1CC(=O)N(CCO)Cc1ccccc1	0	.	.	-2	-5	.	-4	.	.
COc1ccccc1NC(=O)NCCCCc1ccccc1	0	0	-2.5	0	-1	-1.6	3	-1	1
CC(=O)N1C(=O)C2(C(C#N)=C(N)Oc3c2c(C)nn3-c2ccccc2)c2ccccc21 (stereo not given)	-3	-4	0.9	4	-3	-0.3	4	5	-6
Cc1csc(Nc2ccc(C(=O)O)cc2)n1	10	-9	-2.1	-4	-5	-3.2	1	6	32
Cc1cccc(C(C)C)c1NC(=O)C(C)OC(=O)Cn1cnc2c1c(=O)n(C)c(=O)n2C (stereo not given)	6	.	.	-2	-1	.	-1	.	.
CCCCc1ccc(NC(=O)CC(C)=O)cc1	2	-6	1.9	4	-3	0.5	8	4	10
COC(=O)CN(C)C(=O)CC1C(=O)NCCN1CC(C)(C)C (stereo not given)	6	-9	0.0	5	-2	-0.5	10	-3	12
O=C(CSc1nnc(CNC(=O)c2cccs2)o1)NCC1CCCO1 (stereo not given)	4	3	-4.6	-2	0	-2.6	14	-26	-3
CC(C)(C)Nc1nc(NN)nc(NC(C)(C)C)n1	4	5	-2.2	-1	-5	-3.4	-13	-83	19
O=C1c2ccccc2C(=O)N1c1cccc2cccnc12	5	-24	14*	1	4	-3.5	16	-3	74*
CCNCC(=O)N1c2ccccc2CCc2ccc(NC(=O)OC(C)C)cc21	1	-15	-0.4	-1	-4	-2.4	-22	-76	13
CCN(CC)CCN(C(=O)/C=C/c1cccs1)c1nc2ccc(F)cc2s1	2	-19	-4.5	2	-5	-3.8	-9	-89	7
O=C(NCc1cccnc1)c1ccc(NC(=O)c2ccc([N+](=O)[O-])cc2)cc1	3	-12	-0.5	2	4	0.0	-12	-4	-1
Cc1ccc(-c2cn(S(=O)(=O)c3ccc(C)cc3)nc2N)cc1	2	-8	-4.5	7	-7	-3.0	-7	-12	-9
O=C(NC1CC(=O)N(c2ccccc2)C1)C1CC1 (stereo not given)	5	.	.	3	-4	.	-20	.	.
Cc1c(NC(=O)COC(=O)/C=C/c2ccc(Cl)cc2)c(=O)n(-c2ccccc2)n1C	2	-6	-4.1	-2	-7	-2.4	8	3	1
O=C(CSCC(=O)Nc1nc(-c2ccc3c(c2)OCO3)cs1)Nc1nccs1	3	-24	-1.6	4	.	-3.2	-8	0	3
COc1ccc(-c2c(NC(=O)c3ccco3)oc3ccccc3c2=O)cc1OC	-1	7	-2.2	7	-5	-4.0	-4	5	6
Cc1cc(-n2nc(C)cc2C)nc(NS(=O)(=O)c2ccccc2Cl)n1	8	3	2.2	6	-4	-5.5	14	-4	13
Cc1ccc(C(=O)NC(=S)NNS(=O)(=O)c2ccccc2)cc1	0	-5	-5.7	8	3	-2.8	-12	3	-29
CCOC(=O)C1CCCN(C(=O)N2CCOCC2)C1 (stereo not given)	-4	-5	-1.6	-1	-3	-2.4	-10	-20	9
O=C(CCN1CCOCC1)NNC(=O)/C(=C/c1ccccc1)NC(=O)c1ccccc1	4	0	3.2	5	-2	-0.7	3	2	-5
